Compound activity deposited in PubChem BioAssay by National Center for Advancing Translational Sciences (NCATS).
FLuc counter – firefly luciferase modulation, counter-screen for miR-21 project. Potency, µM (doses to about 57.5 µM), inactives show at the highest dose activity change, negative = inhibition, usual class: inhibitors. 6.9% of 360,000 active. purified FLuc, Km substrates, luminescence inhibition. P08659;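 further: potency means the concentration at half of the fitted maximal effect; plate controls were vehicle for no effect and reference inhibitor for full effect; nearly all actives have a fitted effect of over 55% in size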
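Biochemical qHTS of compounds, final roughly 60 µM downward over six points, against 10 nM purified firefly luciferase using Km concentrations of substrates (10 uM D-luciferin, 10 uM ATP) in Tris acetate pH 7.5 buffer; luminescence output.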
RORg inh – blocks mouse ROR gamma transcriptional activity; P51450; Drosophila S2 Gal4-RORgamma UAS-luciferase reporter, 20 h; Potency, µM (top dose mostly 53.6 µM), without a hit: at the highest dose activity change, negative = inhibition, usual class: inhibitors; 5.4% of 310,000 active; AID 2551; further: potency means the concentration at half of the fitted maximal effect; on the % scale 0 is the no-effect control and ±100 the full control effect; nearly all actives have a fitted effect of over 60% in size
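Compounds are pin-transferred onto Drosophila Schneider cells expressing a copper-inducible Gal4–ROR gamma transactivation domain fusion. After 1 hr, copper sulfate is added to 700 uM final; luciferase is read 20 hr later.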
Menin MLL FP TR – inhibitors of human menin-MLL interaction, mutant MLL peptide. AID 1768. 0.23% of 270,000 active. Potency, µM (highest dose often 61.6 µM), for inactives: top-dose FP activity change, negative = inhibition, most hits filed as inhibitors. Menin + Texas Red MLL mutant peptide, fluorescence polarization. O00255; active means well fitted inhibition curve with a large enough effect in the polarisation, with a control signal flat, not every such curve was filed as active; inconclusive means small, poorly fitted or top-dose-only effect, or effect the other way, or a change in a side signal; inactive means no such curve, though single readings can be large or run the other way; the % refers to the polarisation; further: potency means the concentration at half of the fitted maximal effect; % of control where 0% means no effect; many of its hits are not listed in these tables
Target sequence (O00255 whole entry, looked up): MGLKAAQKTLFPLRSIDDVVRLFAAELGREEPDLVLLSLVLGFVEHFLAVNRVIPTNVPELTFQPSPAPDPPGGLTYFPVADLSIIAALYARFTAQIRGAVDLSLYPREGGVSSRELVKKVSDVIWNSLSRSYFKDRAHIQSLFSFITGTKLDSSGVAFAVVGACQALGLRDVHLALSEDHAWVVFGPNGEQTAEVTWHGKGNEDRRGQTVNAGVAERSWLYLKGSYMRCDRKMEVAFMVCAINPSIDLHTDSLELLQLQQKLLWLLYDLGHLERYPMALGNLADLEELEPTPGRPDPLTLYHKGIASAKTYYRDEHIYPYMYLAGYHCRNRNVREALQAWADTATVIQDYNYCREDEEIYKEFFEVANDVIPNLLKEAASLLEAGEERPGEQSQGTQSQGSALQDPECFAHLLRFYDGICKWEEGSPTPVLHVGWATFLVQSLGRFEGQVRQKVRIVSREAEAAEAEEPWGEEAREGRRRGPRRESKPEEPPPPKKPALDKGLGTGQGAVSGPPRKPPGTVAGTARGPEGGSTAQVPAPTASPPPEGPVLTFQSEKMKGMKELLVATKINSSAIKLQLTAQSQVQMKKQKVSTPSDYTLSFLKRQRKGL
PKM2 act – PKM2 (human) enzyme activation; purified PKM2, Kinase-Glo ATP luminescence, activation; response scale: 0% is enzyme alone, no compound; Potency, µM (series often up to 57.5 µM), for the others: at the top dose activation, hits mostly activators; 0.34% of 260,000 active; further: potency means the concentration at half of the fitted maximal effect; on the % scale 0 is the no-effect control and ±100 the full control effect; nearly all actives have a fitted effect of over 55% in size
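Purified hPK-M2 (>95%) run at intermediate activity with 0.1 mM ADP and 0.5 mM PEP in 50 mM imidazole pH 7.2, KCl, MgCl2; 1 h room temperature. ATP formed read by Kinase-Glo luminescence; normalized to uninhibited and no-enzyme controls.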
BRCA1 expr up – increases BRCA1 expression; MCF7-BRCA1-FFLuc reporter, luminescence, 48 h; response scale: scaled: vehicle 0%, 10 µM genistein 100%; Potency, µM (top dose mostly 46.1 µM), without a hit: top-dose activation, hits mostly activators; AID 624202; 1.1% of 380,000 active; further: potency means the concentration at half of the fitted maximal effect; nearly all actives have a fitted effect of over 80% in size; some results filed as inactive show a strong effect at the top dose
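Luminescence from a BRCA1-driven firefly luciferase in MCF7 cells was read after 48 h compound exposure at 37 C. Data normalized against DMSO and a 10microM genistein activation control, then curve-fitted across the titration.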
Rab9 prom act – activators of Rab9 promoter | Huh7 Rab9 promoter-luciferase reporter, luminescence, 24 h | Potency, µM (doses to about 9.22 µM), without a hit: at the highest dose activation, negative = inhibition, usual class: activators | 2.8% of 320,000 active; further: potency means the concentration at half of the fitted maximal effect; % of control where 0% means no effect; nearly all actives have a fitted effect of over 60% in size
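Rab9 promoter-driven luciferase in stably transfected Huh7 cells; 1500 cells/well rested 2 h, exposed to compound in DMSO for 24 h at 37 °C, 5% CO2. Luminescence read 10 min after adding luciferase reagent at ambient temperature.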
ELG1 genotox – induces genotoxicity in HEK293T cells with luciferase-tagged ELG1 | HEK293T ELG1-luciferase reporter, luminescence, 16 h | Potency, µM (top dose mostly 46 µM), inactives show at the highest dose activity change, positive = activation, actives largely listed as activators | 1.3% of 330,000 active | AID 504466; further: potency means the concentration at half of the fitted maximal effect; % of control where 0% means no effect; nearly all actives have a fitted effect of over 60% in size
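Quantitative HTS format in 1536-well plates. HEK293T ELG1-luciferase reporter cells receive test compound and are incubated 16 hr at 37 °C, 5% CO2; ONE-Glo added, 30 min room temperature, then luminescence read.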
VP16 counter – counter-screen for ROR gamma inhibitors: Gal4-VP16 reporter; AID 2546; Drosophila S2 Gal4-VP16 UAS-luciferase, luminescence, 20 h; Potency, µM (top dose mostly 53.6 µM), inactives show at the top dose activity, negative = inhibition, most hits filed as inhibitors; 3.5% of 310,000 active;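 further: Gal4-VP16 expression switched on by copper sulfate through the metallothionein promoter; potency means the concentration at half of the fitted maximal effect; on the % scale 0 is the no-effect control and ±100 the full control effect; nearly all actives have a fitted effect of over 50% in size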
Giardia kill – kills Giardia lamblia. Giardia lamblia trophozoite viability. activity change, % at 7.66 µM, hits read low. 0.15% of 340,000 active. AID 540267; in the data active means activity change below about -80%; inconclusive means between about -30% and that limit;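 further: parasites exposed to compound for two days anaerobically before the ATP read; on the % scale 0 is the no-effect control and ±100 the full control effect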
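Luminescence from cellular ATP indicates surviving trophozoites (100 cells/well) following 48 hrs anaerobic compound treatment at 37 deg C; signal develops 15-30 min at room temperature.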
NPC1 promoter act – NPC1 promoter activation; Potency, µM (series often up to 9.22 µM), for inactives: top-dose activation, usual class: activators; 2.4% of 320,000 active; Huh7 NPC1 promoter luciferase reporter, 24 h; AID 485313;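 further: potency means the concentration at half of the fitted maximal effect; % of control where 0% means no effect; nearly all actives have a fitted effect of over 60% in size; reporter is driven by a mutant NPC1 promoter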
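Stably transfected Huh7 (NPC1 promoter→luciferase), 1500 cells/well in Opti-MEM + 10% FBS, 2 h settle, then compound 24 h at 37 °C. Luminescence after 10 min with Amplite reagent.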
p53 reactivator – re-activators of mutant p53 | H1299 p53-A138V BP100-luciferase reporter, luminescence, 24 h | Potency, µM (series often up to 92.2 µM), inactives show at the highest dose activity change, positive = activation, usual class: activators | 0.063% of 320,000 active | AID 504706; further: potency means the concentration at half of the fitted maximal effect; % of control where 0% means no effect; nearly all actives have a fitted effect of over 45% in size
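p53-null H1299 cells stably carrying temperature-sensitive p53-A138V and a BP100-luciferase reporter were pinned with compounds (4-point, 1:5 series) and held 24 hrs at 37 deg C. Luminescence was read 10 min after detection reagent.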
* marks the source's active call; other numbers are inactive results; ? = inconclusive; . = no result given; & = joins results of further samples; [ ] = remark or other dose. Unless noted, the call rests on the fitted dose curve; in most records, active means well fitted curve in the direction sought with a large enough effect; inconclusive means small, poorly fitted or top-dose-only effect, or another doubt; inactive means no such curve, though single readings can be large; an effect the other way counts as inactive or inconclusive. These rows are one share of the data, so the mix of outcomes need not match the whole.

SMILES	FLuc counter	RORg inh	Menin MLL FP TR	PKM2 act	BRCA1 expr up	Rab9 prom act	ELG1 genotox	VP16 counter	Giardia kill	NPC1 promoter act	p53 reactivator
Cc1cc(N/C=C/C(=O)c2cccs2)ccc1F	0.95µM*	-1%	-2%	-26%	14%	4µM*	2.9µM*	0%	-16	?	20%
FC(F)(F)c1ccccc1NC(=S)NN1CCOCC1	1%	0%	7%	-7%	5%[1.84 µM]	-3%	1%	?	-19	0%	2%
CCOc1ccc(C(=O)NCc2ccccc2OC)cc1	-10%	14%	-8%	-6%	43%	9%	3%	?	21	4%	-11%
Cc1cc(C)n(C(=O)CCCCCC(=O)n2nc(C)cc2C)n1	2%	?	0%	-12%	1%	-1%	0%	-3%	31[activator]	4%	-5%
Fc1cccc(CN2CCN(Cc3nc(-c4cnccn4)no3)CC2)c1	-1%	11%	-8%	1%	-2%	-8%	2%	-13%	-7	-13%	1%
CN(C)CC(O)CN(c1ccccc1)c1ccccc1 (centres undefined)	0%	16%	.	-9%	-3%	-6%	-4%	-1%	4	-2%	0%
CCNC(=O)c1ccc(-n2nc(C)cc2-c2ccccc2)cc1	1%	-2%	-1%	-2%	-14%	5%	3%	-1%	7	0%	-4%
CCN(CC)C(=O)CSc1nc2ccccc2c(=O)n1CC	-2%	?	-10%	-4%	-19%	-3%	2%	2%	3	0%	1%
COc1ccc(C(=O)/C=C/N2CCCCC2)cc1OC	24µM*	-21%	-2%	1%	-2%	23%	19%	-21%	-8	?	7%
CC(NC(=O)C(NS(=O)(=O)c1cccs1)C(C)C)c1ccc(S(N)(=O)=O)cc1 (centres undefined)	-2%	.	.	.	2%	1%	0%	.	?	-2%	1%
O=C(CSc1ccccc1)N(c1ccc(Br)cc1)c1nccs1	-3%	?	1%	-9%	8%	2%	0%	-9%	-7	-2%	-10%
COc1cc(CNCCc2ccc(S(N)(=O)=O)cc2)ccc1OCc1ccc(Cl)cc1	-13%	-42%	-6%	-1%	-32%	6%	-1%	-13%	-6	-5%	-20%
C/C=C/Cn1c(Br)nc2c1c(=O)n(C)c(=O)n2C	2%	-6%	0%	-5%	12%	1%	1%	1%	3	1%	1%
O=c1[nH]c(N/N=C/c2cc3c(cc2[N+](=O)[O-])OCO3)nc2ccccc12	-2%	-19%	.	40µM*	-2%	-2%	4%	25%	?	4%	9%
CC(NC(=O)c1ccc(Cl)cc1)c1nnc(SCc2ccc([N+](=O)[O-])cc2)n1C (centres undefined)	-6%	5%	7%	3%	-21%	-3%	-2%	6%	-1	1%	12%
CS(=O)(=O)c1ccc(C(=O)Nc2cc(S(C)(=O)=O)ccc2Cl)cc1	0%	-17%	10%	-16%	-31%	-1%	2%	-2%	0	3%	-19%
C=CCSc1nc(NC)c2sccc2n1	-10%	28%	35%[activator]	-7%	4%	6%	1%	0%	-2	0%	-1%
COc1cc(C(=O)Oc2cc(N)n(S(=O)(=O)c3ccccc3)n2)cc(OC)c1OC	-1%	-3%	2%	0%	5%	-2%	0%	2%	-12	-1%	4%
COc1ccc(N(C(=O)c2ccncc2)S(=O)(=O)c2cccs2)cc1	2%	?	.	9%	13%	15%	-4%	?	2	1%	4%
CCOC(=O)c1ccccc1NS(=O)(=O)c1ccccc1F	-1%	2%	11%	1%	-7%	-7%	-3%	11%	-3	8%	-7%
CCn1c(SCC(=O)Nc2nc(C)c(C)s2)nnc1-c1ccco1	-2%	39%	0%	0%	1%	2%	1%	0%	-1	-1%	-8%
CC(=O)C1=C(O)C(=O)N(c2ccc(O)cc2)C1c1ccc([N+](=O)[O-])cc1 (centres undefined)	-3%	-3%	-2%	6%	0%	1%	-6%	-6%	4	-3%	-2%
Cc1ccc(OCCOC(=O)c2cc(S(=O)(=O)N3CCCCC3)ccc2N2CCOCC2)cc1	-2%	.	.	.	-63%	-22%	-2%	.	-12	-17%	-4%
O=Nc1c(O)n(Cc2ccc(Cl)cc2Cl)c2ccccc12	0%	-37%	8%	3%	4%	-5%	1%	?	-2	-2%	-16%
CCn1c(Oc2ccccc2F)nc2c1c(=O)n(C)c(=O)n2C	0%	34%	-4%	1%	-1%	-3%	-11%	0%	-6	16%	.
CC(=O)c1ccc(N2CCN(c3ccc(S(=O)(=O)NCCN(C)C)cc3[N+](=O)[O-])CC2)cc1	-4%	?	.	-1%	-22%	-11%	-6%	?	11	1%	-5%
O=C(Nc1ccc2nc3ccccc3nc2c1)c1ccccc1	1.7µM*	?	20%	2%	38%	0.56µM*	?	-18%	?	1.4µM*	?
CCc1ccc(CNC(=O)C2CCCN(c3nc4ccccc4o3)C2)cc1 (centres undefined)	3%	25%	-11%	-7%	0%	-4%	0%	0%	17	0%	-2%
O=C(O)Cc1coc2cc3c(cc12)CCC3	?	25%	-6%	11%	0%	5%	1%	5%	1	-6%	-2%
CC(C)(C)OC(=O)N1CCC[C@H]1C(=O)O	2%	-2%&13%	-1%&1%	1%	3%	-3%	-2%	2%&-4%	-4&-23	2%	6%
Cc1ccc(/C=N/NC(=O)c2nnn(-c3nonc3N)c2-c2ccccc2)o1	-14%	10µM*	13%	.	-3%	2%	4%	?	18	-2%	2%
CN(C)S(=O)(=O)c1ccc(C(=O)NCc2ccccn2)cc1	-3%	-6%	9%	1%	-13%	2%	2%	5%	-9	3%	4%
CCN(CC)S(=O)(=O)c1cc(C(=O)OCC(=O)c2ccc3c(c2)NC(=O)CO3)ccc1F	-17%	3%	11%	-3%	-21%	4%	-14%	-15%	-5	-1%	5%
COc1ccc(C(=O)NCCS(=O)(=O)NCc2ccc3c(c2)OCO3)cc1	-1%	.	.	.	-8%	-6%	3%	.	9	-2%	1%
Cn1c(N)c(C(=O)CSc2n[nH]c(-c3ccccc3)n2)c(=O)n(C)c1=O	2%	.	.	.	-7%	24%	3%	.	-1	-1%	-6%
O=C(NCc1ccc(Cl)cc1)N1CCN(S(=O)(=O)c2ccccc2)CC1	-3%	4%	14%	?	-10%	1%	-7%	-4%	-6	1%	1%
CCOC(=O)Nc1cc2c(cc1C(C)=O)OCO2	2%	4%	-10%	-3%	-4%	-3%	-7%	7%	-3	0%	3%
CCOC(=O)c1cccc(N2C(=O)c3ccccc3S2(=O)=O)c1	-10%	-5%	-2%	-3%	-1%[1.84 µM]	-1%	0%	-15%	-15	13%	1%
O=C(COC(=O)c1ccc(Cl)c([N+](=O)[O-])c1)Nc1ccccc1OC(F)F	-4%	-32%	12%	-4%	-34%	3%	-1%	-5%	-13	-1%	3%
N#Cc1ccccc1OCCN1C(=O)c2ccccc2C1=O	?	?	1%	1%	65%	29%	13µM*	-1%	-12	26%	?
O=C(NNC(=O)c1ccc(SCC2CCCO2)c([N+](=O)[O-])c1)c1ccc(Cl)c([N+](=O)[O-])c1 (centres undefined)	9%	?	?	-3%	-10%	1%	3%	?	-6	-2%	1%
c1ccc(C(Cc2nc(-c3ccncc3)no2)c2ccccc2)cc1	1%	?	-14%	-1%	-64%	2%[1.84 µM]	?	10µM*	-9	-18%	4%

A draw from above in order of heavy-atom count, largest number first:
SMILES	FLuc counter	RORg inh	Menin MLL FP TR	PKM2 act	BRCA1 expr up	Rab9 prom act	ELG1 genotox	VP16 counter	Giardia kill	NPC1 promoter act	p53 reactivator
O=C(NNC(=O)c1ccc(SCC2CCCO2)c([N+](=O)[O-])c1)c1ccc(Cl)c([N+](=O)[O-])c1 (centres undefined)	9%	?	?	-3%	-10%	1%	3%	?	-6	-2%	1%
COc1ccc(C(=O)NCCS(=O)(=O)NCc2ccc3c(c2)OCO3)cc1	-1%	.	.	.	-8%	-6%	3%	.	9	-2%	1%
O=C(NCc1ccc(Cl)cc1)N1CCN(S(=O)(=O)c2ccccc2)CC1	-3%	4%	14%	?	-10%	1%	-7%	-4%	-6	1%	1%
CCOC(=O)c1cccc(N2C(=O)c3ccccc3S2(=O)=O)c1	-10%	-5%	-2%	-3%	-1%[1.84 µM]	-1%	0%	-15%	-15	13%	1%
CN(C)S(=O)(=O)c1ccc(C(=O)NCc2ccccn2)cc1	-3%	-6%	9%	1%	-13%	2%	2%	5%	-9	3%	4%
CCOC(=O)Nc1cc2c(cc1C(C)=O)OCO2	2%	4%	-10%	-3%	-4%	-3%	-7%	7%	-3	0%	3%
